# From PubChem BioAssay
# TR SRC2 fluor cs: Total Fluorescence Counterscreen for Inhibitors of the Interaction of Thyroid Hormone Receptor and Steroid Receptor Coregulator 2; 0.29% of 280,000 active; TRb/SRC2 Texas Red total fluorescence interference; Potency, µM (top dose mostly 106 µM), inactives show top-dose fluorescence change, negative = quenching; AID 1479, 2009; active means well fitted curve in either direction with a large enough effect; inconclusive means small, poorly fitted or top-dose-only effect; further: on the % scale 0 is the no-effect control and ±100 the full control effect
#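 Human TRβ ligand-binding domain (0.6 uM) and Texas Red SRC2 peptide (20 nM) in Tris buffer with 1 uM T3 and 5% DMSO were incubated with pinned compound for 5 hr at ambient temperature. Total fluorescence was computed as S + 2P (555/632 nm).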
# HTT cytoprotect: qHTS Multiplex Assay to Identify Dual Action Probes in a Cell Model of Huntington: Cytoprotection (ATP). AID 1471, 2008. PC12 HTT-Q103 induced, cytoprotection, ATP luminescence, 40 h. Potency, µM (titrated, usually from 56.4 µM), without a hit: cytoprotection (ATP increase), actives largely listed as activators. 0.14% of 230,000 active;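 further: % of control where 0% means no effect; nearly all actives have a fitted effect of over 45% in size; toxic huntingtin expression switched on by the ecdysone agonist tebufenozide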
#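 Readout: ATPlite luminescence (ATP level). Model: stable PC12, inducible Htt exon1 Q103-GFP. Inducer: tebufenozide, 100 nM final. Compounds: dose series. No G418 in medium.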
# Tau ThT inhib: qHTS for Inhibitors of Tau Fibril Formation, Thioflavin T Binding | Microtubule-associated protein tau (Homo sapiens), P10636 | recombinant tau K18 P301L, heparin-induced fibrillization, ThT fluorescence | Potency, µM (titrated, usually from 57.4 µM), without a hit: top-dose activity, negative = inhibition, hits mostly inhibitors | 2.1% of 270,000 active | AID 1460, 2008; further: on the % scale 0 is the no-effect control and ±100 the full control effect; nearly all actives have a fitted effect of over 55% in size
# Target sequence (P10636 561-689 P618L limits assumed): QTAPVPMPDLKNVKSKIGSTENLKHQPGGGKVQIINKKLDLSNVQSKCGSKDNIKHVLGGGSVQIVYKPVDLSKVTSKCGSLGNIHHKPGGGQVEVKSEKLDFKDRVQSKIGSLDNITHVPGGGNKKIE
#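 Aggregation was driven by heparin (20 uM final) acting on recombinant tau […] bearing P301L in 100 mM sodium acetate pH 7; fibrils were detected with Thioflavin T.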
# L3MBTL1 block: qHTS Assay for the Inhibitors of L3MBTL1. Lethal(3)malignant brain tumor-like protein 1 (Homo sapiens), Q9Y468. AlphaScreen L3MBTL1–H3K9me1 peptide binding. Potency, µM (series often up to 57.1 µM), inactives show at the highest dose activity, negative = inhibition, most hits filed as inhibitors. 0.66% of 230,000 active; further: on the % scale 0 is the no-effect control and ±100 the full control effect; nearly all actives have a fitted effect of over 60% in size
#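 Read-out is AlphaScreen signal from streptavidin donor and nickel chelate acceptor beads (10 ug/mL final each) bridging L3MBTL1 (50 nM) and biotinylated K9-monomethylated H3(1-15) peptide (75 nM), after 30 min compound exposure at room temperature.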
# Tau fibril FP: qHTS for Inhibitors of Tau Fibril Formation, Fluorescence Polarization; AID 1468, 2008; Potency, µM (highest dose often 57.7 µM), inactives show top-dose activity, negative = inhibition, most hits filed as inhibitors; 0.39% of 280,000 active; K18 P301L tau heparin fibrillization, Alexa594 FP, 6 h; Microtubule-associated protein tau (Homo sapiens), P10636; further: on the % scale 0 is the no-effect control and ±100 the full control effect; nearly all actives have a fitted effect of over 55% in size
#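 Human K18 P301L fragment (15 uM unlabeled plus 0.24 uM Alexa 594-labeled) in 100 mM sodium acetate pH 7 with compound, aggregation induced by 20 uM heparin for 6 hr at 37 C. ThT (30 uM) added for 1 hr, then Alexa 594 FP read.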
# TRb SRC2 PPI: qHTS for Inhibitors of the Interaction of Thyroid Hormone Receptor and Steroid Receptor Coregulator 2; Potency, µM (series often up to 106 µM), inactives show top-dose activity change, negative = inhibition, usual class: inhibitors; 0.065% of 280,000 active; TRbeta-SRC2 peptide binding, fluorescence polarization; receptor liganded with 1 µM T3; Thyroid hormone receptor beta (Homo sapiens), P10828; AID 1469, 2008;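 further: plate controls were bound peptide for no effect and peptide without receptor for full effect; nearly all actives have a fitted effect of over 50% in size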
# Target sequence (P10828 whole entry, looked up): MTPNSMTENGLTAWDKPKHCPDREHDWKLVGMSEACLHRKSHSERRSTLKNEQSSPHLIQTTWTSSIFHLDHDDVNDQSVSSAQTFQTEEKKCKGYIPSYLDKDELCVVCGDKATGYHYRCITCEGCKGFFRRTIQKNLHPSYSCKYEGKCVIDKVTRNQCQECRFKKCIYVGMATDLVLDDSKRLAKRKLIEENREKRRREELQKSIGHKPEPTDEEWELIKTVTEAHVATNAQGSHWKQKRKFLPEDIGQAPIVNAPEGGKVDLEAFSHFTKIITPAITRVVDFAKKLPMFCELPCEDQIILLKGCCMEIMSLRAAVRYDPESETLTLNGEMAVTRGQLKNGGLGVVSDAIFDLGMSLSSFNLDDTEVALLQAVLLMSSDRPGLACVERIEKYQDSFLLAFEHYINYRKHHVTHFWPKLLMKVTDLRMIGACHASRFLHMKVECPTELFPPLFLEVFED
#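 Fluorescence polarization of 20 nM Texas Red SRC2 peptide (20-aa NR interaction domain) bound to 0.6 uM human TRb ligand-binding domain, with 1 uM T3, after 5 hr at ambient temperature; inhibition seen as decreased polarization.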
# RECQ1 helicase: qHTS Assay for Inhibitors of RecQ-Like Dna Helicase 1 (RECQ1) | RECQ1 DNA unwinding, red fluorescence kinetic read | AID 2549, 2010 | Potency, µM (series often up to 57.3 µM), for the others: top-dose activity, negative = inhibition, actives largely listed as inhibitors | 0.54% of 240,000 active;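 further: plate controls were vehicle for no effect and no enzyme for full effect; nearly all actives have a fitted effect of over 30% in size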
#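 RECQ1T1 50 nM; forked duplex (20 bp + 30-nt ss tails) 200 nM, ATP 2 mM final; pH 8.0, 2 mM MgCl2, 2.5 ug/ml poly(dI-dC); 15 min compound preincubation; discontinuous kinetic read over 2 h at RT.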
# Tau fluor cs: Counterscreen qHTS for Inhibitors of Tau Fibril Formation, Fluorescence Polarization | tau K18 P301L Alexa594 fluorescence, heparin fibrillization | Potency, µM (highest dose often 57.7 µM), for inactives: at the highest dose activity change, negative = decrease | 0.93% of 280,000 active | AID 1463, 2008; further: on the % scale 0 is the no-effect control and ±100 the full control effect; nearly all actives have a fitted effect of over 55% in size
#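 Human tau K18 P301L (15 uM unlabeled, 0.24 uM Alexa 594-labeled) in 100 mM sodium acetate pH 7 with 20 uM heparin, 6 hr at 37 C. ThT 30 uM added, 1 hr ambient; Alexa 594 FP and total fluorescence read at 555/632 nm.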
# An asterisk follows results filed as active; i = inactive; ? = inconclusive; nt = not tested or not shown; [ ] = another dose, or the depositor's remark. Unless noted, the call rests on the fitted dose curve; in most records, active means well fitted curve in the direction sought with a large enough effect; inconclusive means small, poorly fitted or top-dose-only effect, or another doubt; inactive means no such curve, though single readings can be large; an effect the other way counts as inactive or inconclusive. Potency means the concentration at half of the fitted maximal effect. Only part of the results is shown; rates above refer to the full screens.
SMILES,TR SRC2 fluor cs,HTT cytoprotect,Tau ThT inhib,L3MBTL1 block,Tau fibril FP,TRb SRC2 PPI,RECQ1 helicase,Tau fluor cs
CCN(CC)c1nc2n(c(=O)n1)CCN2CC,-2%,0%,-7%,nt,2%,4%,-3%,-6%
Cc1cc(C(=O)CSc2ncccn2)c(C)n1-c1cccc(F)c1,0%,nt,?,-2%,0%,-4%,-11%,-17%
CCCCNC(=O)C1COc2ccccc2O1 (stereo unspecified),1%,-1%,-9%,nt,5%,-3%,14%,0%
CCC(=O)Nc1cccc(NC(=S)NC(=O)c2ccc(C)cc2)c1,-1%,2%[10 µM],-5%,-4%,-8%,-6%,i,-6%
CC(=O)N1CCN(c2ccc([N+](=O)[O-])c(-n3nc(C)cc3C)c2)CC1,-1%[53 µM],18%[10 µM],1%,8%,4%,-6%[53 µM],-9%,10%
COc1cc(CC(=O)OCC(=O)Nc2cc([N+](=O)[O-])ccc2Cl)cc(OC)c1OC,-1%,-5%[10 µM],-10%,-3%,3%,5%,-3%,-8%
Cc1nnc(Nc2ccc(C(=O)NCCO)cc2)c2ccccc12,0%,-4%[10 µM],-23%,-7%,-1%,2%,0%,-15%
CCOC(=O)Nc1sc2nc(C)cc(C)c2c1-n1cccc1,-4%,-29%,-13%,-13%,0%,-1%,12%,-1%
Cc1ccc(-n2cc(CN(C)Cc3nccn3C)c(-c3cccc(C)c3)n2)cc1,-7%,-13%[10 µM],?,-6%,-12%,-2%,-8%,-23%
Cc1ccccc1CNC(=O)/C=C\C(=O)O,0%,-2%[10 µM],-7%,6%,-4%,8%,-1%,-1%
CCOc1ccc(NC(=O)N(CCN2CCOCC2)Cc2ccc3c(c2)CCCN3CC)cc1,-3%,-15%,?,-22%,1%,-10%,-3%,-20%
COc1cc(NC(=O)Cn2nnnc2-c2ccccc2F)cc(OC)c1OC,0%,nt,13%,nt,-5%,6%,nt,0%
COCCn1nnnc1C(c1cccs1)N1CCN(c2ccccc2)CC1 (stereo unspecified),0%,1%,-4%,0%,?,-13%,7%,-4%
O=C(CN1CC(=O)Oc2ccccc21)OCC(=O)c1cccc(Br)c1,1%,19%,?,-8%,-12%,-3%,i,-23%
COc1ccc(CCN(C)C(=O)/C=C/c2c(Cl)nc3ccccn23)cc1OC,-1%,18%[10 µM],-4%,-6%,-3%,-7%,2%,1%

# 13 entries from above, reformatted.
canonical_smiles	TR SRC2 fluor cs	HTT cytoprotect	Tau ThT inhib	L3MBTL1 block	Tau fibril FP	TRb SRC2 PPI	RECQ1 helicase	Tau fluor cs
CCCCNC(=O)C1COc2ccccc2O1 (stereo unspecified)	1%	-1%	-9%	nt	5%	-3%	14%	0%
CCC(=O)Nc1cccc(NC(=S)NC(=O)c2ccc(C)cc2)c1	-1%	2%[10 µM]	-5%	-4%	-8%	-6%	i	-6%
CC(=O)N1CCN(c2ccc([N+](=O)[O-])c(-n3nc(C)cc3C)c2)CC1	-1%[53 µM]	18%[10 µM]	1%	8%	4%	-6%[53 µM]	-9%	10%
COc1cc(CC(=O)OCC(=O)Nc2cc([N+](=O)[O-])ccc2Cl)cc(OC)c1OC	-1%	-5%[10 µM]	-10%	-3%	3%	5%	-3%	-8%
Cc1nnc(Nc2ccc(C(=O)NCCO)cc2)c2ccccc12	0%	-4%[10 µM]	-23%	-7%	-1%	2%	0%	-15%
CCOC(=O)Nc1sc2nc(C)cc(C)c2c1-n1cccc1	-4%	-29%	-13%	-13%	0%	-1%	12%	-1%
Cc1ccc(-n2cc(CN(C)Cc3nccn3C)c(-c3cccc(C)c3)n2)cc1	-7%	-13%[10 µM]	?	-6%	-12%	-2%	-8%	-23%
Cc1ccccc1CNC(=O)/C=C\C(=O)O	0%	-2%[10 µM]	-7%	6%	-4%	8%	-1%	-1%
CCOc1ccc(NC(=O)N(CCN2CCOCC2)Cc2ccc3c(c2)CCCN3CC)cc1	-3%	-15%	?	-22%	1%	-10%	-3%	-20%
COc1cc(NC(=O)Cn2nnnc2-c2ccccc2F)cc(OC)c1OC	0%	nt	13%	nt	-5%	6%	nt	0%
COCCn1nnnc1C(c1cccs1)N1CCN(c2ccccc2)CC1 (stereo unspecified)	0%	1%	-4%	0%	?	-13%	7%	-4%
O=C(CN1CC(=O)Oc2ccccc21)OCC(=O)c1cccc(Br)c1	1%	19%	?	-8%	-12%	-3%	i	-23%
COc1ccc(CCN(C)C(=O)/C=C/c2c(Cl)nc3ccccn23)cc1OC	-1%	18%[10 µM]	-4%	-6%	-3%	-7%	2%	1%

# Following part.
SMILES,TR SRC2 fluor cs,HTT cytoprotect,Tau ThT inhib,L3MBTL1 block,Tau fibril FP,TRb SRC2 PPI,RECQ1 helicase,Tau fluor cs
Cc1ccc(-c2csc(NC(=O)C[n+]3cc(-c4ccccc4)n4c3CCC4)n2)cc1,-1%,6%[10 µM],nt,nt,-5%,-6%,-12%,9%
C[C@H](NC(=O)CCCn1nnc2ccccc2c1=O)C(=O)O,-3%,6%[10 µM],2%,13%,2%,-4%,-10%,4%
CCCCN(C)CCCNC(=O)c1ccc2nc(N3CCCCC3)sc2c1,7%,nt,-3%,nt,-5%,8%,nt,-4%
O=C(COC(=O)Cc1cccc2ccccc12)Nc1ccccc1-c1ccccc1,3%,-13%[10 µM],3%,30%[activator],5%,-14%,-2%,0%
CCN1CCOC(=O)C1CC(=O)Nc1ccccc1C(F)(F)F (stereo unspecified),2%,nt,?,nt,?,-2%,nt,-26%
O=C(N/N=C/c1ccc([N+](=O)[O-])o1)C(=O)Nc1ccc(C(=O)O)cc1,-27%,-10%[10 µM],?,-17%,-5%,9%,-4%,-6%
Cc1cccnc1NC(=O)NC(=O)c1ccc(C(C)(C)C)s1,-1%,9%[10 µM],nt,nt,1%,-6%,-9%,-13%
CC(C)OC(=O)c1cccc(NC(=O)Cn2nnc3sc4c(c3c2=O)CCCC4)c1,-2%,nt,-11%,nt,?,3%,nt,?
CC(C)OC(=O)CCNc1n[nH]c(=O)[nH]c1=O,1%,-38%,-7%,-9%,-4%,-13%,i,-1%
O=C(COC(=O)C1CC(=O)N(c2ccc3c(c2)OCCO3)C1)Nc1ccc2c(c1)CCC2 (stereo unspecified),0%,-7%[10 µM],-18%,?,13%,3%,0%,-13%
CC(NC(=O)CNC(=S)N(Cc1cccs1)C1CCCC1)c1ccccc1 (stereo unspecified),0%,-26%,-3%,nt,4%,-1%,-9%,-7%
C/C(CCc1ccccc1)=N\NC(=O)C(=O)Nc1cccc(Cl)c1,0%,4%,?,nt,-2%,-2%,i,-7%
CCC(C(=O)N1CCN(c2ccccc2)CC1)n1c(C)c2cnn(-c3ccccc3)c(=O)c2c1C (stereo unspecified),-2%,nt,-12%,nt,-1%,-2%,nt,-16%
CN(c1cccc(NC(=O)CN(c2cccc(F)c2)S(C)(=O)=O)c1)S(C)(=O)=O,-3%,nt,3%,5%,-2%,2%,i,1%
O=C(CNCCO)N1CCc2ccccc21,-5%,-1%,8%,41%[activator],-2%,1%,-5%,2%
O=C(NCCc1ccccc1)C(=O)NCC1(c2ccccc2)CCCC1,-2%,-1%,-7%,2%,-5%,-3%,-1%,-4%
Cc1nc(Oc2ccccc2)c2ccccc2n1,0%,2%[0.074 µM],-8%,8%,-4%,3%,0%,3%
Cc1ccccc1N1CC2=C(C1=O)C(c1ccccc1)NC(=O)N2C (stereo unspecified),-1%,10%[10 µM],nt,nt,7%,11%,-10%,-11%
COC(=O)c1scc(-c2ccc(C)cc2)c1S(=O)(=O)Nc1cc(C)ccc1OC,-2%,nt,0%,nt,-8%,1%,nt,-22%
Cn1cccc1/C=N/NC(=O)c1ccccn1,-1%,-6%[10 µM],nt,nt,5%,1%,-8%,3%
Cc1ccc(/C=N/NC(=O)c2n[nH]c3c2CCCC3)cc1,-6%,-86%[inhibitor][10 µM],?,2%,-12%,-4%,-4%,5%
COc1cc2[nH]c(=S)n(C3CCCC3)c(=O)c2cc1OC,-2%,3%,-3%,nt,-4%,3%,-2%,-23%
Cc1c(C(=O)NCc2ccccc2)cnn1-c1ccccc1,-1%,-25%,-1%,nt,1%,-8%,0%,-2%
COC(=O)c1[nH]c2ccccc2c1NS(=O)(=O)c1ccc(OC)cc1OC,-5%,12%[10 µM],-3%,6%,9%,-9%,i,-14%
COc1ccc(NC(=O)c2sc3nc[nH]c(=O)c3c2C)cc1OC,-3%,nt,-3%,nt,-6%,-2%,nt,-2%
Cc1onc(-c2ccccc2)c1C(=O)NC(=S)NNC(=O)c1ccccc1O,-4%,nt,-9%,?,?,-3%,i,-10%
O=C(Nc1ccc(O)c(C(=O)O)c1)Oc1ccccc1,-6%,15%[10 µM],?,9%,2%,0%,-5%,-18%
O=C(NCCc1ccccc1)c1cnc2sc(N3CCCCC3)nn2c1=O,-1%,nt,-4%,nt,-2%,0%,nt,-5%
CC(=O)N1CCc2c(sc3c2c(=O)n(-c2ccccc2)c(=O)n3Cc2cccc(C(F)(F)F)c2)C1,4%,nt,-12%,nt,7%,-8%,nt,-1%
